# CHRM4 agonist: agonists of human muscarinic M4 receptor (CHRM4); P08173; CHO-K1 hM4/Gqi5, Fluo-8 calcium fluorescence; vehicle 0%, full acetylcholine response 100%; activation, % at 3 µM; 360,000 compounds, 0.14% hits; AID 624127;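 active = activation above the run mean over all test wells plus 3 SD, cut at about 32% in these data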;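 also: peak over basal fluorescence ratio per well then scaled between controls; 0% = DMSO wells and 100% = acetylcholine at EC100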
# CHRM1 PAM: potentiates human M1 receptor response to acetylcholine. 360,000 compounds, 0.088% hits. activation, % at 3 µM. P11229. CHO-K1 hM1, Fluo-8 calcium fluorescence, ACh EC20; 0% = ACh EC20, 100% = maximal ACh. AID 588819; in the data active = activation above about 19%, passing the limit was not always enough
# TAAR1 ag: human TAAR1 agonism; Q96RJ0; AID 624467; CHO RD-HGA16 TAAR1, Fluo-8 calcium fluorescence; vehicle wells 0%, saturating PEA agonist 100%; activation, % at 3 µM; 360,000 compounds, 0.99% hits;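 active = activation above the mean activation of all test compounds in the run plus 3 SD, cut at about 38% in these data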
# Target sequence (Q96RJ0 whole entry, looked up): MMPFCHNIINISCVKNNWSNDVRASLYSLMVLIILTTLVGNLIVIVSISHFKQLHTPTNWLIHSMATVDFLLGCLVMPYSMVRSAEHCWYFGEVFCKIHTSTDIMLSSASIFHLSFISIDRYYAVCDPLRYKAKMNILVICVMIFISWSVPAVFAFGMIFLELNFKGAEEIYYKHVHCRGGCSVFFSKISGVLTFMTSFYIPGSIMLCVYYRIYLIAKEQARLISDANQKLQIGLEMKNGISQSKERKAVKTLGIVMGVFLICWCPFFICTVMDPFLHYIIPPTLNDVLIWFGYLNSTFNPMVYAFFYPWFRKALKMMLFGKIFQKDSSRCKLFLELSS
#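 Test system: RD-HGA16 (CHO) cells co-expressing Gα16 and hTAAR1 | Doses: Single dose, 3 µM | Schedule: 17-24 h seeding, 75 min 37 °C dye, 30 min RT | Evaluation: % activation from peak over basal fluorescence ratio, DMSO-to-PEA scaled | Technique: Kinetic Fluo-8 calcium fluorescence | Benchmarks: Low control DMSO, high control PEA (EC100)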
# CHRM5 antagonist: blocks acetylcholine activation of human M5 receptor; P08912; CHO-hM5 cells, Fluo-8 calcium fluorescence, ACh EC80; inhibition, % at 3 µM; 360,000 compounds, 0.59% hits; AID 624040;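 active = inhibition above a per-plate cutoff, the mean of that plate's test compounds plus 3 SD, cut at about 27% in these data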;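 also: 0% = acetylcholine EC80 with DMSO and 100% = DMSO without agonist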
# Target sequence (P08912 whole entry, looked up): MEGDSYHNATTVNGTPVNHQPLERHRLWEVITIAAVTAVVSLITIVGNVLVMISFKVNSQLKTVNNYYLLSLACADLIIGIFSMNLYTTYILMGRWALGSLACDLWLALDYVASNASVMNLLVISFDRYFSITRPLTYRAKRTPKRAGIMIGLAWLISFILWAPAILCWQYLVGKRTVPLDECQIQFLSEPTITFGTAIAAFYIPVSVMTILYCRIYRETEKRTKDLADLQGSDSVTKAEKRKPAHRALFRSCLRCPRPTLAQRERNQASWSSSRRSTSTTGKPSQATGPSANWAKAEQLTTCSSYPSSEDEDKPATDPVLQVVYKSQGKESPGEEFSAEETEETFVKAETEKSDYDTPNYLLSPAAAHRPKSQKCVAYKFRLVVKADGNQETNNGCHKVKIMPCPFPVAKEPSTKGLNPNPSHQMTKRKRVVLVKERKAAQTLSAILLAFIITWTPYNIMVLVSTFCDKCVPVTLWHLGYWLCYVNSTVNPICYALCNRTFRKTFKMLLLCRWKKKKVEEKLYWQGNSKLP
# M1 ag: agonists of human M1 muscarinic receptor. P11229. CHO-K1 hM1, Fluo-8 calcium fluorescence, agonist mode; 0% DMSO, 100% acetylcholine EC100. activation, % at 3 µM. 360,000 compounds, 0.33% hits. AID 588814;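 active = activation above the run's mean compound activation plus 3 SD, cut at about 16% in these data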;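 also: peak over basal fluorescence ratio within a 140 s kinetic read after compound addition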
# M5 ag: CHRM5 agonism in calcium assay. P08912. CHO-K1 hM5 cells, Fluo-8 calcium fluorescence; 0% DMSO wells, 100% maximal acetylcholine response. activation, % at 3 µM. 360,000 compounds, 0.19% hits;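 active = activation above the run's mean over test compounds plus 3 SD, cut at about 23% in these data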;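 also: signal is peak over basal fluorescence ratio across the kinetic read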
# M4 antag: antagonists of human muscarinic M4 receptor (CHRM4) | P08173 | CHO-hM4 cells, ACh EC80, Fluo-8 calcium fluorescence | inhibition, % at 3 µM | 360,000 compounds, 0.73% hits | AID 624125;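 active = inhibition above its plate's cutoff, the mean inhibition of sample wells plus 3 SD, cut at about 27% in these data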;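 also: 0% = acetylcholine EC80 with DMSO and 100% = DMSO without agonist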
# M1 antag: blocks human M1 muscarinic receptor; AID 588852; 360,000 compounds, 1.3% hits; CHO-K1 hM1, Fluo-8 calcium fluorescence, ACh EC80 antagonist; P11229; inhibition, % at 3 µM;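 active = percent inhibition above its own plate's cutoff, namely the mean of that plate's compound wells plus 3 SD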;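 also: peak over basal fluorescence ratio during 140 s after agonist addition; 0% = ACh EC80 plus DMSO and 100% = DMSO alone without agonist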
# CHRM5 PAM: potentiates acetylcholine response at human M5 receptor. P08912. CHO-K1 hM5, Fluo-8 calcium, ACh EC20 PAM; 0% = ACh EC20, 100% = ACh EC100. activation, % at 3 µM. 360,000 compounds, 0.3% hits;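 active = activation above the run cutoff, the mean activation of all test compounds plus 3 SD, cut at about 18% in these data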
#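 Replicates: One well per compound, no replicates | System: Human M5 receptor in CHO-K1 cells | Benchmarks: Low control EC20 acetylcholine (0%), high control EC100 acetylcholine (100%) | Probe or stimulus: Acetylcholine, EC20 level | Times: Fluo-8 loading 80 min at 37 °C plus 30 min room temperature | Signal: Intracellular calcium via Fluo-8 fluorescence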
# The depositor's hits bear a star. This is a subset; rates above refer to the full screens.
SMILES,CHRM4 agonist,CHRM1 PAM,TAAR1 ag,CHRM5 antagonist,M1 ag,M5 ag,M4 antag,M1 antag,CHRM5 PAM
CC(=O)Nc1cccc(/C(C)=N/NC(=O)c2ccc(CN3CCOCC3)cc2)c1,0.9,12.3,4.4,-5.1,-7.8,-0.2,-3.9,-6.0,14.8
COC(=O)C1CSC(C(=O)OC)N1C(=O)Nc1ccccc1 (stereo unspecified),0.5,4.0,2.0,-12.4,-0.1,0.3,4.4,-6.5,2.3
O=C(N/N=C/c1cc2cc3c(cc2nc1Cl)OCCO3)c1ccccc1O,1.0,2.6,7.0,-0.9,-8.3,-3.7,-3.6,-6.9,-1.1
O=C(Nc1c(C(=O)N2CCOCC2)cnn1-c1ccccc1)c1ccco1,2.0,-0.7,4.2,-4.1,-2.0,2.7,5.0,0.6,3.3
CC1CC(C)CN(CCCNC(=O)c2cn(C)c3ccc(S(=O)(=O)N4CCCC4)cc3c2=O)C1 (stereo unspecified),0.6,12.5,-3.8,-1.5,-5.3,-13.9,0.6,-13.4,8.8
Cc1ccc(-n2ncc(C#N)c2N)cc1,0.5,2.3,1.3,3.6,-3.0,1.0,-7.1,-3.3,1.4
COCCCNC(=O)CS(=O)(=O)Cc1nc(-c2cccc(OC)c2)oc1C,-0.2,5.1,11.2,1.3,-5.4,-1.5,8.4,-10.5,-2.4
CNc1nc(-c2ccc3c(c2)CCN3C(=O)c2ccc(F)cc2)cs1,5.8,-8.9,2.4,20.7,-5.3,-2.9,-8.6,0.1,-10.4
COc1ccc(C(C)NC(=O)C23CC4CC(CC(C4)C2)C3)cc1 (stereo unspecified),-0.1,-2.1,7.0,-8.8,-6.8,-6.0,-0.9,-1.1,3.8
Cc1cccc(N2CCN(CC(O)COCc3cccs3)CC2)c1C (stereo unspecified),2.2,-5.9,3.9,5.5,-7.3,-5.2,1.8,7.7,-6.2
COc1ccc(NC(=O)Nc2ccc3c(c2)C(=O)N([C@H](C)CO)C[C@H](C)[C@@H](CN(C)Cc2ccc(Cl)c(Cl)c2)OCCCC[C@@H](C)O3)cc1,0.1,-5.0,0.1,7.8,-8.4,0.9,3.2,-2.1,-3.6
CC(NC(=O)c1ccccc1Br)c1ccc2c(c1)CCCC2 (stereo unspecified),0.0,5.2,12.6,-4.4,-6.5,-2.8,-10.1,-5.2,3.5
COCCCNC(=O)C1CCN(c2ncccn2)CC1,0.8,-3.4,3.8,-7.1,-4.2,0.2,-2.1,-0.7,-1.5
CCNc1nc2c(c(=O)[nH]c(=O)n2C)n1Cc1ccc(F)cc1,1.9,3.8,0.6,1.2,-2.5,2.6,5.6,-2.9,0.2
O=c1c2cc3c(=O)n(-c4ccccc4O)c(=O)c3cc2c(=O)n1-c1ccccc1O,1.2,0.0,6.2,5.1,-3.7,-0.1,-23.1,-2.7,-0.5
Cc1ccc(C)n1-c1nc(=S)[nH][nH]1,-0.1,5.7,0.9,1.1,1.3,1.6,-4.1,0.0,-5.0
Cc1cc(C(=O)CCC(=O)N2CCN(S(=O)(=O)c3ccccc3)CC2)c(C)s1,5.2,-0.3,0.7,3.4,-6.5,-0.6,6.6,0.1,2.2
CCOc1ccc(Br)cc1S(=O)(=O)Nc1ccc(Cl)c(S(=O)(=O)N(C)C)c1,6.8,4.8,10.7,8.7,-3.2,2.5,4.1,-4.9,-6.7
O=C(/C=C/[C@H]1O[C@@H](n2cnc3c(NC(=O)c4ccccc4)ncnc32)[C@H](O)[C@@H]1O)NCc1ccco1,0.7,3.0,2.2,3.0,-5.3,0.8,-8.8,0.6,1.1
COC(CNS(=O)(=O)c1ccc(Cl)cc1)c1ccccc1 (stereo unspecified),-1.2,21.2,-0.2,0.5,-1.1,-0.9,-8.0,-24.8,0.3
Cc1noc(C)c1COC(=O)c1cccc(S(=O)(=O)N2CCOCC2)c1,2.0,-1.1,48.4*,9.5,-1.4,4.2,-1.4,-1.2,-2.5
CCOC(=O)NC(=O)COC(=O)CCCc1nc2ccccc2s1,0.9,7.1,3.7,1.0,-0.3,7.0,-2.0,0.7,11.5
COc1ccc(C2=NS(=O)(=O)N(C)C(C(=O)Nc3cc(C)ccc3O)=C2)cc1OC,18.6,-11.0,12.6,12.9,0.3,4.2,-5.1,10.0,-18.3
Nc1cc2c(cc1C(=O)c1cccc(Br)c1)OCCO2,0.1,13.2,0.8,-0.7,-5.9,-0.7,-6.9,-10.9,1.9
O=C(N/N=C/c1ccc(-c2cccc([N+](=O)[O-])c2)o1)c1ccc([N+](=O)[O-])cc1,5.0,5.5,6.6,7.4,-2.5,1.0,-10.5,-5.8,-1.5

# (list continues)
SMILES,CHRM4 agonist,CHRM1 PAM,TAAR1 ag,CHRM5 antagonist,M1 ag,M5 ag,M4 antag,M1 antag,CHRM5 PAM
O=S(=O)(CCc1ccncc1)Cc1ccc2c3c(cccc13)CC2,3.0,1.8,1.5,1.9,-5.3,-6.5,-6.9,-2.6,3.5
CC(=O)Nc1ccc(S(=O)(=O)Nc2nccc(/C=C/c3ccc(Cl)cc3)n2)cc1,0.4,3.0,9.0,-6.5,-6.4,-0.2,4.7,-3.4,2.4
COc1ccccc1NC(=O)CSc1nnc(C2CCCCC2)n1N,-0.1,3.2,0.8,10.0,-3.1,-2.1,-3.3,-2.0,-1.9
Cc1ccc(OCCC(=O)NNC(=O)c2cc(C)oc2C)cc1,1.6,11.2,-0.8,-3.1,-0.5,2.9,-2.0,-12.2,5.8
CN(C(=O)c1cccc(C(F)(F)F)c1)C1CCCc2ccccc21 (stereo unspecified),0.1,6.3,6.9,-8.3,-6.1,-5.0,-0.6,-7.7,2.9
Oc1ccc(N=Nc2ccc3c(c2)OCCO3)c2cccnc12,1.6,-5.8,25.7,11.0,12.3,4.7,2.6,14.9,-2.3
Cn1nc(C(F)(F)F)cc1C(=O)Nc1ccc(Cl)cc1,0.1,13.7,1.2,-0.1,-1.2,4.6,-2.4,-17.7,4.8
O=S(=O)(NC1C2CC3CC(C2)CC1C3)c1ccc(F)cc1 (stereo unspecified),-1.4,0.7,1.6,-4.9,-4.6,-3.8,-18.3,-6.9,-1.6
COCCNC(=O)Cn1cc(C(=O)c2cccs2)c2ccccc21,0.7,3.9,10.4,-3.4,-2.1,-0.5,6.0,-3.4,-3.0
S=C(NCc1ccco1)N1CCN(C/C=C/c2ccccc2)CC1,9.8,7.7,6.8,0.9,-5.5,-4.1,3.5,-4.7,-2.5
CC1(C(=O)O)CCCN(C(=O)c2ccc(F)cc2Cl)C1 (stereo unspecified),-0.1,10.5,1.8,-4.3,-2.4,2.0,-5.9,-11.9,0.7
O=C(O)c1ccc(NS(=O)(=O)c2cccc(C(=O)Nc3ccccc3[N+](=O)[O-])c2)cc1,-0.1,6.1,1.1,8.2,-3.5,-2.2,-7.0,-11.3,-3.7
CCNC(=O)NC(=O)C(C)Sc1ncc(C(F)(F)F)cc1Cl (stereo unspecified),0.3,5.4,9.9,5.5,-9.7,-4.4,-2.1,-3.5,-0.7
Cc1ccc(-c2csc(NC(=O)/C=C/c3ccco3)c2C(=O)O)cc1,-0.4,3.9,-1.9,1.6,-10.7,-1.1,0.1,3.1,-7.2
O=C(Cc1c(Cl)cccc1Cl)Nc1cccnc1,0.9,10.4,-0.6,-1.0,-8.2,-1.5,7.0,-5.0,3.8
O=C(CC1Nc2cccc3cccc(c23)NC1=O)Nc1ccccc1 (stereo unspecified),12.5,0.6,11.0,2.3,-2.0,2.4,-9.2,-6.4,-4.5
CC(CCc1ccccn1)C(=O)c1ccccc1 (stereo unspecified),0.3,5.0,1.1,14.7,-5.5,-1.7,0.0,-16.8,7.8
CCOC(=O)c1nn(-c2cccc(OC)c2)c2nc(Nc3ccccc3)cc(=O)n12,18.4,-2.5,26.7,5.6,-5.3,2.4,3.9,8.3,-2.7
COc1cccc(Nc2ncnc3nc[nH]c23)c1,0.5,11.9,0.3,-4.6,-0.3,-0.2,-8.3,-12.0,0.8
Cc1cccc(-c2nc3ccccc3c3nncn23)c1,8.0,4.1,5.0,1.7,-2.1,-1.5,-7.6,-10.9,-1.5
O=C(Nc1ccc(Cl)c(S(=O)(=O)N2CCCC2)c1)c1nn(CCO)c(=O)c2ccccc12,14.0,-1.4,12.3,3.3,-1.4,1.9,-10.2,6.5,-7.6
COc1ccc(-n2c(C)nc3cc(C(=O)N4CCOCC4)ccc32)cc1,-0.1,-1.6,3.9,2.1,-4.6,-2.0,2.1,-10.7,-2.0
CCOc1cc(/C=N\NC(=O)c2ccc(NC(=O)CC)cc2)ccc1OC(=O)c1ccccc1,0.7,1.9,3.0,1.5,0.5,-3.1,3.5,-2.1,-2.2
Cc1ccsc1-c1ccnc(-n2cccc2)n1,-1.0,0.2,21.3,2.8,-2.6,-1.5,0.7,0.4,-0.5
CC(On1c(-c2ccccc2)nc2ccc(Cl)cc21)C(=O)O (stereo unspecified),0.5,0.9,2.7,-9.7,-2.5,0.2,-2.3,6.9,7.0

# One compound at a time, as listed above. Order of values: CHRM4 agonist	CHRM1 PAM	TAAR1 ag	CHRM5 antagonist	M1 ag	M5 ag	M4 antag	M1 antag	CHRM5 PAM
# Shown for `CC1(C(=O)O)CCCN(C(=O)c2ccc(F)cc2Cl)C1` (stereo unspecified) : -0.1	10.5	1.8	-4.3	-2.4	2.0	-5.9	-11.9	0.7
# Shown for `COc1ccc(-n2c(C)nc3cc(C(=O)N4CCOCC4)ccc32)cc1` : -0.1	-1.6	3.9	2.1	-4.6	-2.0	2.1	-10.7	-2.0
# Shown for `O=C(Cc1c(Cl)cccc1Cl)Nc1cccnc1` : 0.9	10.4	-0.6	-1.0	-8.2	-1.5	7.0	-5.0	3.8

# Next structures.
SMILES,CHRM4 agonist,CHRM1 PAM,TAAR1 ag,CHRM5 antagonist,M1 ag,M5 ag,M4 antag,M1 antag,CHRM5 PAM
O=C(Cc1n[nH]c(=O)c2ccccc12)NCc1ccccc1,0.7,-0.3,-0.3,2.1,-1.9,0.0,-0.1,2.9,-2.0
C#CCOCCOCCOCCNc1nc(N2CCN(C(=O)[C@H](CCCCN)n3cc(CN)nn3)CC2)nc(N2CCN(C(=O)[C@H](CC(N)=O)n3cc(C(N)[C@H](C)CC)nn3)CC2)n1 (stereo partly specified),0.2,-0.5,8.9,15.8,-3.9,-0.5,8.6,-4.3,-2.1
CCOc1cccc2cc(C(C)=O)oc12,1.6,9.3,1.9,3.3,-4.5,-2.5,-5.0,-7.4,7.2
COc1cccc(CNC(=O)[C@H](CCSC)NC(=O)N2CCn3c2nc2ccccc23)c1,5.2,-10.5,6.2,13.1,-4.3,-4.0,-4.7,19.4,-8.4
CN(C)/N=C1\CCS(=O)(=O)c2sccc21,1.5,3.6,0.4,-1.1,-1.9,1.4,5.0,-4.9,9.3
CN(CCc1cnn(C)c1)Cc1nc(CC2CC2)no1,1.0,5.5,2.2,-1.4,-2.8,1.3,4.7,-5.3,3.0
CCNC(=O)N(C)c1c(CC)nc2ccc(C(=O)N3CCN(C(=O)c4ccco4)CC3)cn12,1.7,-1.9,1.9,-4.4,-3.5,-0.1,-20.7,-4.0,-3.0

# Compound activity (PubChem)
